KCNK3 inh: human KCNK3 channel inhibition, primary screen; B-score at 10 µM; O14649; CHO-KCNK3 thallium flux, FluxOR fluorescence; active compounds read low; AID 602410; 340,000 compounds, 0.84% hits;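 active means B-score under library mean minus 4 SD, starting fluorescence ratio at most library mean plus 5 SD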;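 further: more negative B-score means stronger inhibition of thallium flux through KCNK3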
TMEM16A act: mouse TMEM16A channel activation, primary screen; HEK293 TMEM16A/YFP-H148Q/I152L, iodide quench fluorescence; active compounds read low; AID 623877; 340,000 compounds, 0.3% hits; B-score at 10 µM;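 active means fluorescence-ratio B-score plate-corrected deviation score at least 3 library SD below zero, with starting fluorescence score within 5 deviations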;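 further: channel opened by trigger with iodide after compound preincubation; score built on the fluorescence ratio of max minus min over baseline; more negative score means more quench and so TMEM16A activation or potentiation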
Target sequence (Q8BHY3 whole entry, looked up): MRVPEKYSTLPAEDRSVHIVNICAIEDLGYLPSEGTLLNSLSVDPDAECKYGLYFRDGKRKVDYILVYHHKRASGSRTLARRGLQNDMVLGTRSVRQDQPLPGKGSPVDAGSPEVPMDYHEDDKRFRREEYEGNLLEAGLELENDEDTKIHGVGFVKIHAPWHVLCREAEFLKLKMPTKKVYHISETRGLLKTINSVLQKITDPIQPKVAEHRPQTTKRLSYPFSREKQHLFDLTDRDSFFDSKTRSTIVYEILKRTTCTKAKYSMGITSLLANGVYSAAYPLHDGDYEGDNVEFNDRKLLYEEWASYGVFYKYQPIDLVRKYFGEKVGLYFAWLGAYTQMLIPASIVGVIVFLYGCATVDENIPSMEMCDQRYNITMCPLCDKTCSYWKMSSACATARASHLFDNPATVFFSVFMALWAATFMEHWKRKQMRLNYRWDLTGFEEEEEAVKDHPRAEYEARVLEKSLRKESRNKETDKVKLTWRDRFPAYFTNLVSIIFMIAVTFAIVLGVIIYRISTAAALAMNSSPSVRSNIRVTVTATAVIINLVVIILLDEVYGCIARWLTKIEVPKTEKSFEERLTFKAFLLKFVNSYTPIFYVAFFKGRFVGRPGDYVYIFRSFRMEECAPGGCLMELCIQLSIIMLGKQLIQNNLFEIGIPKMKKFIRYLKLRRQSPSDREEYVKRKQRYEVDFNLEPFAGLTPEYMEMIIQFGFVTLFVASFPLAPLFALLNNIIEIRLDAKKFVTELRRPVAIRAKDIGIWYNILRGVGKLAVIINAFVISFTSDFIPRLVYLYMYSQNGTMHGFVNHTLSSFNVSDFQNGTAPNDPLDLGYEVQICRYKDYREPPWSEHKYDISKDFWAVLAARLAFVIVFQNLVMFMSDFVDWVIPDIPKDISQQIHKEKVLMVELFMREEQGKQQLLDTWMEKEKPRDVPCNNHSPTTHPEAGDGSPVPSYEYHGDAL
MrgX1 allo act: human MrgX1 positive allosteric modulation, primary screen; B-score at 10 µM; 310,000 compounds, 0.63% hits; MrgX1-HEK293, Fluo-4 calcium flux, FDSS; active compounds read high;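 active means plate-corrected calcium response at least 3 library SD above typical, normal starting fluorescence, not activating the receptor alone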;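 further: compound read alongside a low EC10 to EC30 dose of BAM8-22 agonist; peak minus trough fluorescence over baseline measured at the second addition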
KCNK9 inh: human KCNK9 channel inhibition; Q9NPC2; HEK293 KCNK9, FluxOR thallium flux fluorescence; active compounds read low; B-score at 10 µM; 310,000 compounds, 1.2% hits;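 active means ratio B-score over 3 SD below the library mean, with starting fluorescence within 5 SD of its mean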;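 further: negative B-score means less thallium flux so channel inhibition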
TMEM16A inh: blocks the mouse calcium-activated chloride channel TMEM16A; Q8BHY3; HEK293 TMEM16A/YFP iodide influx fluorescence, ionomycin; normalized B-score (activity score, 25-100; higher = stronger inhibition) at 10 µM; 310,000 compounds, 1.2% hits;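 active means ratio plate-corrected score three or more library SD toward inhibition, starting fluorescence score within five deviations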;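 further: score derived from kinetic fluorescence span divided by baseline fluorescence per well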
MrgX1 ag: agonists of human MrgX1 receptor | AID 588627 | MrgX1-HEK293 cells, Fluo-4 calcium fluorescence, agonist mode; active compounds read high | B-score at 10 µM | 310,000 compounds, 0.44% hits | Q96LB2;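 active means calcium response B-score plate-corrected fluorescence ratio at least 3 library SD, with starting fluorescence B-score inside 5 SD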
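System: HEK293 cells stably expressing human MrgX1 receptor; Dosing: test compound in the initial addition of three; Schedule: overnight plating, then 30 min 37 °C plus 30 min room-temperature dye loading; Detection: kinetic calcium dye fluorescence, Fluo-4 NW; Controls: per-plate positive and negative controls for Z′ factor.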
RGS4 inh: human RGS4 inhibition. B-score at 10 µM. HEK293 M3R/RGS4 inducible, Fluo-4 calcium flux; active compounds read high; triggered by carbachol at its EC20. P49798. 310,000 compounds, 0.45% hits;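 active means B-score, a plate-corrected calcium signal, over three deviations above library mean, with baseline fluorescence within five deviations of library mean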;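 further: RGS4 expression induced by doxycycline in cells with stable M3 receptor; B-score is computed from the integrated fluorescence ratio over baseline after carbachol; higher B-score means a larger calcium signal and so more RGS4 inhibition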
hERG protect: hERG (human) protection from proarrhythmic block; activation (rescue from dofetilide block), less the hit threshold, % at 10 µM; 310,000 compounds, 0.51% hits; AID 1511; Q12809; CHO-hERG, FluxOR thallium flux, dofetilide IC70 present;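 active means activation above the mean of controls blocked by dofetilide plus 5 SD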;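 further: thallium influx through hERG after potassium depolarization seen as dye fluorescence rise; in these data hits start at about 4.7%; inactives centre near -7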
KCNQ1 inh: human KCNQ1 channel inhibition; 310,000 compounds, 1.3% hits; CHO-K1 KCNQ1, FluxOR thallium flux fluorescence; active compounds read high; B-score at 10 µM;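 active means compounds whose thallium flux B-score, printed positive for inhibition, exceeds three library SD while starting fluorescence stays within three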;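 further: channel opened by potassium depolarization with thallium stimulus after 20 min compound exposure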
RGS4 pot: potentiators or activators of RGS4; 310,000 compounds, 0.92% hits; HEK293 M3R/inducible RGS4, carbachol calcium flux Fluo4; active compounds read low; B-score at 10 µM;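 active means B-score of the integrated calcium signal more than 4 SD below the library mean, with starting fluorescence not abnormally high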;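 further: negative B-score means reduced calcium response which marks RGS4 activation or potentiation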
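Also added: carbachol at ECmax as muscarinic agonist stimulus; Assay system: HEK293 cells with stable M3R and inducible RGS4; Timing: overnight RGS4 induction, 30 min dye load 37 °C, 20 min compound RT; Measured by: Fluo4-AM (2 µM) calcium-flux fluorescence, kinetic read.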
KCNQ1 pot: human KCNQ1 channel potentiation or activation. B-score at 10 µM. 310,000 compounds, 0.35% hits. CHO-K1 KCNQ1, thallium flux FluxOR fluorescence; active compounds read high;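 active means fluorescence ratio B-score, a plate-corrected score, at least three library SD, with initial intensity B-score within 5 SD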
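Assay system: CHO-K1 cells stably expressing KCNQ1. Medium: assay buffer for compound exposure, DMSO matched across wells. Timing: 37 °C overnight plating, 90-min dark dye load, 20-min compound pretreatment. Signal: kinetic FluxOR fluorescence, 10 s baseline plus 110 s post-stimulus.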
An asterisk follows results filed as active; i = inactive; / = not tested or not shown.

SMILES,KCNK3 inh,TMEM16A act,MrgX1 allo act,KCNK9 inh,TMEM16A inh,MrgX1 ag,RGS4 inh,hERG protect,KCNQ1 inh,RGS4 pot,KCNQ1 pot
Cc1ccc(S(=O)(=O)N2CCC(C)CC2)c([N+](=O)[O-])c1,i,i,i,i,i,i,i,-5,i,i,i
COc1cc(OC)c(C2C(C(=O)N3CCOCC3)=C(C)NC3=C2C(=O)CC(C)(C)C3)cc1OC (centres undefined),i,i,i,i,i,i,i,-3,i,i,i
CC(=O)Nc1ccc(NC(=O)C2CC(=O)Nc3ncnn32)cc1 (centres undefined),i,i,i,i,i,i,i,-7,i,i,i
CCc1ccc(NC(=O)c2cccc(NC3=NC4CS(=O)(=O)CC4S3)c2)cc1 (centres undefined),i,i,i,i,i,i,i,-5,i,i,i
CCOC(=O)N1CCN(C(=O)c2ccccc2NS(=O)(=O)c2ccc(C)cc2)CC1,i,i,i,i,i,i,i,-10,i,i,i
COc1cc(C2c3c(oc4ccccc4c3=O)C(=O)N2Cc2ccncc2)ccc1O (centres undefined),i,i,i,i,i,i,i,-12,i,i,i
CC12CC3CC(C)(C1)CC(CN1CCOCC1)(C3)C2,i,i,i,i,i,i,i,-5,i,i,i
O=C(OCC(=O)N1CCc2ccccc21)c1ccc(Cl)nc1,i,i,i,i,i,i,i,-9,i,i,i
c1ccc(C2=Nc3ccccc3SC2c2nc3ccccc3[nH]2)cc1 (centres undefined),/,/,i,i,i,i,i,-10,i,i,i
Cc1cc(C(=O)COc2cccc(-n3cnnn3)c2)c(C)n1-c1ccccc1,i,i,i,i,100*,i,i,-14,i,i,i
CC(=O)Nc1ccc(NC(=O)CSc2nc(=O)n(Cc3ccncc3)c3c2CCC3)cc1,i,i,i,i,i,i,i,-19,i,i,i
Nc1nc(NCCOCCO)nc(NCc2ccccc2)c1[N+](=O)[O-],i,i,i,i,i,i,i,0,i,i,i
CC(C)COc1ccc(Br)cc1CNC(C)(C)C,i,i,i,i,i,i,i,-13,i,i,i
O=[N+]([O-])c1ccc(Oc2cccc(Br)c2)c2ccncc12,i,i,7.9*,i,i,i,i,-6,i,i,i
Cc1cccn2c(=O)c3cc(C(=O)NC4CCCCC4)sc3nc12,i,i,i,i,i,i,i,-3,i,i,i
Cc1ccc(NC(=O)N2CCCC2C(=O)NCc2ccc3c(c2)OCO3)cc1 (centres undefined),i,i,i,i,i,i,i,1,i,i,i
NC(N)=NS(=O)(=O)c1ccc(NC(=S)NC(=O)c2ccccc2)cc1,i,i,i,i,i,i,i,-3,i,i,i
CCOc1cc(/C=N/NC(=O)Cc2ccc(C(F)(F)F)cc2[N+](=O)[O-])c(Br)cc1OC,i,i,i,i,i,i,i,-7,i,i,i
COC(=O)CSc1nc2sccc2c(=O)n1-c1ccccc1,i,i,i,i,i,i,i,-7,i,i,i
CCOc1cc(N2CCOCC2)c(OCC)cc1NC(=O)COC(=O)COc1ccc(C#N)cc1,i,i,i,i,i,i,i,-13,i,i,i
O=CN(CCN(C=O)CN1CCCCC1)CN1CCCCC1,i,i,i,i,i,i,i,-3,i,i,i
O=C(COC(=O)c1ccccc1-c1nc2ccccc2s1)NC1CCS(=O)(=O)C1 (centres undefined),i,i,i,i,i,i,i,-7,i,i,i
Cc1ccc(NC(=S)NC(=O)Cc2ccccc2)c(O)c1,i,i,i,i,i,i,i,-7,i,i,i
COc1ccc(NCc2n[nH]nc2-c2ccccc2)cc1Cl,i,i,i,i,i,i,i,-14,i,i,i
Cc1cc(=O)n2[nH]cc(-c3ccccc3)c2n1,i,i,i,i,i,i,i,-3,i,i,i
CCCN(CCC)CCCNC(=S)Nc1ccc2nc3n(c(=O)c2c1)CCCCC3,i,i,i,i,i,i,i,-6,i,i,i
O=C(c1ccc(CNc2c(N3CCCC3)c(=O)c2=O)cc1)N1CCN(C2CCCCC2)CC1,i,i,i,i,i,i,i,-10,i,i,i
O=C(O)c1ccc(Sc2nnnn2-c2ccccc2)c([N+](=O)[O-])c1,i,i,i,i,i,i,i,-6,i,i,i
COc1ccc(C2N(c3ccc(Cl)cc3)N=C(C(C)=O)N(C)N2C(C)=O)cc1 (centres undefined),i,i,i,i,i,i,i,-15,i,i,i
CCOC(=O)c1c(C)[nH]c(C(=O)/C(C#N)=C/c2ccc(OC(F)F)c(OC)c2)c1C,i,i,i,i,i,i,i,-12,i,i,i
Cc1cc(C(=O)N2CCN(c3ncccn3)CC2)c2cc(F)ccc2n1,i,i,i,i,i,i,i,-11,i,i,i
CCCCNC(=O)C(=O)NC(C)CCc1ccccc1 (centres undefined),i,i,i,i,i,i,i,-7,i,i,i
CCCCC(OC(=O)c1ccco1)C(=O)NCc1ccc(C)cc1 (centres undefined),i,i,i,i,i,i,i,-6,i,i,i
N#Cc1c(-c2ccccc2)nc(SCC(=O)Nc2nnc(C(F)(F)F)s2)[nH]c1=O,i,i,i,i,i,i,i,-11,i,i,i
CC1(C)c2[nH]c3ccccc3c2C[C@H]2C(=O)N(N)CC(=O)N21,i,i,i,i,i,i,i,-4,i,i,i
C=CCSc1nc2ccsc2c(=O)n1-c1cccnc1,i,i,i,i,i,i,i,-12,i,i,i
CC1=C(C(=O)NC(C)C)C2(CCC(C)CC2)OC1=O (centres undefined),i,i,i,i,25*,i,i,-15,i,i,i
CC1(c2cccc([N+](=O)[O-])c2)CC(C)(C)N(C(=O)c2ccccc2)c2ccccc21 (centres undefined),i,i,i,-7.5*,i,i,i,-5,i,i,i
CCN(CC)S(=O)(=O)c1ccc(N/N=C(\C)c2ccncc2)nc1,i,i,i,i,i,i,i,-9,i,i,i
COc1cc(/C=C/C(=O)O)cc(S(=O)(=O)NCCCC(=O)O)c1OC,i,i,i,i,i,i,i,-6,i,i,i
COc1cccc(CNC(=O)CCC2CCCN(c3cc(C)nc(N4CCCC4)n3)C2)c1 (centres undefined),i,i,i,i,i,i,i,-6,i,-12*,i
Cc1cc(C)c(C(=O)CSc2nnc(C)c(=O)[nH]2)cc1C,i,i,i,i,i,i,i,-7,i,i,i
COc1ccc(/C=N/NC(=O)c2ccn[nH]2)cc1COc1ccc(Cl)cc1Cl,i,i,i,i,i,i,i,-4,i,i,i
Cc1cccc(NC(=O)C2CCCN(S(=O)(=O)c3c(C)nn(C)c3C)C2)c1 (centres undefined),i,i,i,i,i,i,i,-9,i,i,i
COc1ccc(C(=O)CC(SCC(NC(C)=O)C(=O)O)c2ccc(Cl)cc2)cc1OC (centres undefined),i,i,i,i,i,i,i,-9,i,i,i
Cc1ccc(C)c(N=Nc2nc3ccccc3n2C)c1,i,i,i,i,i,i,i,-4,i,i,i
CCN1CCCC1CNC(=O)c1cc2c(OC)cccc2[nH]1 (centres undefined),i,i,i,i,i,i,i,-7,i,i,i
CCCOC(=O)CSc1nnc(-c2ccc(Cl)cc2Cl)o1,i,i,i,i,i,i,i,-4,i,i,i
CCN(CC)CCN(C(=O)c1ccc(Br)s1)c1nc2cc3c(cc2s1)OCCO3,i,i,i,i,i,i,i,-20,i,i,i
Cc1ccccc1OCCC(=O)OCC(=O)N1c2ccccc2NC(=O)C1(C)C,i,i,i,i,i,i,i,-6,i,i,i

Two entries from above, as labelled records.
> CC1(c2cccc([N+](=O)[O-])c2)CC(C)(C)N(C(=O)c2ccccc2)c2ccccc21 (centres undefined)
  KCNK3 inh: i
  TMEM16A act: i
  MrgX1 allo act: i
  KCNK9 inh: -7.5*
  TMEM16A inh: i
  MrgX1 ag: i
  RGS4 inh: i
  hERG protect: -5
  KCNQ1 inh: i
  RGS4 pot: i
  KCNQ1 pot: i

> CCN(CC)S(=O)(=O)c1ccc(N/N=C(\C)c2ccncc2)nc1
  KCNK3 inh: i
  TMEM16A act: i
  MrgX1 allo act: i
  KCNK9 inh: i
  TMEM16A inh: i
  MrgX1 ag: i
  RGS4 inh: i
  hERG protect: -9
  KCNQ1 inh: i
  RGS4 pot: i
  KCNQ1 pot: i

Additional results:
SMILES,KCNK3 inh,TMEM16A act,MrgX1 allo act,KCNK9 inh,TMEM16A inh,MrgX1 ag,RGS4 inh,hERG protect,KCNQ1 inh,RGS4 pot,KCNQ1 pot
CN(CC(=O)NCCc1ccccc1)S(=O)(=O)c1cnc[nH]1,i,i,i,i,i,i,i,-7,i,i,i
COc1ccc(OC)c(N(CC(=O)Nc2cccc3ccccc23)S(C)(=O)=O)c1,i,i,i,i,i,i,i,0,i,i,i
C=CCOc1c(Cl)cc(C(=S)N2CCCC2)cc1OCC,i,i,i,i,i,i,i,-9,i,i,i
O=C(Nc1ccc(Oc2cccc(C(F)(F)F)c2)nc1)c1cccs1,i,i,i,i,i,i,i,-3,i,i,i
O=C(Nc1cccc(Cl)c1)Nc1cccc(Cl)c1,i,i,i,i,i,i,i,-8,i,i,i
O=C(Nc1ccc2nc3n(c(=O)c2c1)CCCC3)c1cc([N+](=O)[O-])ccc1F,i,i,i,i,i,i,i,-17,i,i,i
C=CCc1c(C)nc(-c2ccccc2)nc1N/N=C(\C)c1ccc(N)cc1,i,i,i,i,i,i,i,-19,i,i,i
COc1cc(Nc2cccc[n+]2C)cc(OC)c1OC,i,i,i,i,i,i,i,-6,i,i,i
O=c1c2c(nc3cc(-c4ccc(F)cc4)[nH]n13)CCC2,i,i,i,i,i,i,i,-2,i,i,i
O=C(O)C=C1CCN(c2ncc(C(F)(F)F)cc2Cl)CC1,i,i,i,i,i,i,i,-6,i,i,i
CN(C)c1ccc(N=Nc2ccc(S(=O)(=O)O)cc2)c2ccccc12,i,i,i,i,i,i,i,-2,i,i,i
COc1ccc(NC(=O)C2CCCN(S(=O)(=O)c3c(C)[nH]c(=O)[nH]c3=O)C2)cc1OC (centres undefined),i,i,i,i,i,i,i,-2,i,i,i
Cn1c(CO)cnc1SCC(=O)c1ccc(Cl)cc1,i,i,i,i,i,i,i,-10,i,i,i
Cc1nn(Cc2ccc(Cl)c(Cl)c2)c(C)c1NC(=O)c1sc2ccccc2c1Cl,i,i,i,i,i,i,i,-13,i,i,i

Screening data deposited in PubChem BioAssay by Johns Hopkins Ion Channel Center.
